# High-throughput results: PubChem, National Center for Advancing Translational Sciences (NCATS)
# GALK inh = galactokinase (human) inhibition; AID 1868; Purified GALK, Kinase-Glo residual ATP luminescence; actives 0.007% (n = 270,000); Potency, µM (titrated, usually from 57.5 µM), inactives show top-dose activity change, negative = inhibition, most hits filed as inhibitors; also: potency is read from the fitted curve at half-maximal effect
#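 5 nM enzyme, 35 uM ATP, 100 uM galactose, 20 mM HEPES pH8.0, 5 mM MgCl2; 1 h RT; residual ATP by Kinase-Glo Plus luminescence, qHTS format.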
# Coupling enz = counter-screen for Giardia aldolase inhibitors: coupling enzyme system | coupling enzyme system counterscreen, AmpLite Red fluorescence | activity change, negative = inhibition, % at 58.2 µM, hits read low | actives 0.67% (n = 290,000) | AID 2472; in the data active = activity change below about -30%
#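 First, compound is pin-transferred into glyceraldehyde-3-phosphate coupling-enzyme reagent at 57.5 uM final and held 10 min at RT. Next, substrate, coupling system and AmpLite Red are added. After 20 min RT, fluorescence (525/598 nm) is read.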
# PKM2 activator = PKM2 (human) enzyme activation. Potency, µM (highest dose often 57.5 µM), without a hit: at the highest dose activation, usual class: activators. AID 1631. purified PKM2, Kinase-Glo ATP luminescence, activation; response scale: 0% is enzyme alone, no compound. P14618. actives 0.34% (n = 260,000); also: potency is read from the fitted curve at half-maximal effect; nearly all actives have a fitted effect of over 55% in size
# Target sequence (P14618 whole entry, looked up): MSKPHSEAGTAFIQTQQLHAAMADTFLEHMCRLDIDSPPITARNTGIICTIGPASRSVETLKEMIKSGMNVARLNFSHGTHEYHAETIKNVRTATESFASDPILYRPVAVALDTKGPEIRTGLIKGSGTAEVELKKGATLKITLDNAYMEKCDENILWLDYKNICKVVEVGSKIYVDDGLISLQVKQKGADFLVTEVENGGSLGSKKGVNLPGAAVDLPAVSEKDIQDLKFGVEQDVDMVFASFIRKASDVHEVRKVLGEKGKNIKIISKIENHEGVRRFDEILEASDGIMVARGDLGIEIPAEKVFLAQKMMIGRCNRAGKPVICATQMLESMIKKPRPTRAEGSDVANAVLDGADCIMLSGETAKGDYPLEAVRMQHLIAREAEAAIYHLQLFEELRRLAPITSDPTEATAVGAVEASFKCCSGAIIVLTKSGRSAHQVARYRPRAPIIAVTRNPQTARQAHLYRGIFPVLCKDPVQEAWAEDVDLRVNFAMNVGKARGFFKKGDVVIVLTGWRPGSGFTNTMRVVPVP
#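 Purified hPK-M2 (>95% pure) converted ADP (0.1 mM final) to ATP with 0.5 mM PEP in 50 mM imidazole pH7.2, KCl, MgCl2, Tween 20, BSA; 1 h at room temperature. ATP detected by Kinase-Glo luminescence.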
# Chronic BCR inh = inhibitors of chronic active B-cell receptor signaling | ABC-DLBCL IkBa-CBG/CBR reporter, luminescence ratio, 4 h | Potency, µM (top dose mostly 46.1 µM), for inactives: top-dose ratio change, negative = lower green/red ratio, most hits filed as inhibitors | actives 0.05% (n = 340,000); active = well fitted inhibition curve with a large enough effect in the signal ratio, with a control signal flat, not every such curve was filed as active; inconclusive = small, poorly fitted or top-dose-only effect, or effect the other way, or a change in a side signal; the % refers to the signal ratio;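 also: potency is read from the fitted curve at half-maximal effect; plate controls were basal doxycycline-induced cells for no effect and cells given 10 µM MG132 for full effect; MG132 reads +100%, hits lower the ratio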
#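 TMD8 human ABC-DLBCL cells with doxycycline-inducible IκBα–green luciferase fusion and unfused red luciferase, in 0.5% FBS medium; compounds up to 46 uM, 4 h at 37C. Green/red luminescence ratio, filter-overlap corrected, fitted to concentration-response curves.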
# Eya2 phos inh = blocks the phosphatase activity of human Eya2. O00167. recombinant Eya2, OMFP fluorescence dephosphorylation (OMFP is methylfluorescein phosphate). Potency, µM (highest dose often 76.9 µM), inactives show at the highest dose activity, negative = inhibition, usual class: inhibitors. actives 0.006% (n = 330,000). AID 488837; also: potency is read from the fitted curve at half-maximal effect
# Target sequence (O00167 whole entry, looked up): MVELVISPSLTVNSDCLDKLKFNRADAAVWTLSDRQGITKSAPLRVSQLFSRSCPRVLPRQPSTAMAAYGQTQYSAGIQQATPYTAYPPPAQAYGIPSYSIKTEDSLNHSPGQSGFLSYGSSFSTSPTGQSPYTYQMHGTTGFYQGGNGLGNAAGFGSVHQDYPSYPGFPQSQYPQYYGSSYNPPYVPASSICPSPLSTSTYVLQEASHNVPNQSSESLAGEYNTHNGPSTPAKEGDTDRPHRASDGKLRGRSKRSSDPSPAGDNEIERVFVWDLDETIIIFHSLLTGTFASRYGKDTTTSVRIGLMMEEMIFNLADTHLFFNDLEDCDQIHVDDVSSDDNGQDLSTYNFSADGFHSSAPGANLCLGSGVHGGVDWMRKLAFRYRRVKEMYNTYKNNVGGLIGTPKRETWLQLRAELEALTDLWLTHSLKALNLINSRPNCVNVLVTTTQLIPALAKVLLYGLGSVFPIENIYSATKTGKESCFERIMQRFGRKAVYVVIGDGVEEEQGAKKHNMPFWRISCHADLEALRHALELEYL
#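 Eya2 (0.2 uM) preincubated 10 min at ambient with compound, then OMFP substrate added at 50 uM; 10 min reaction in 50 mM HEPES pH 7.5, 50 mM NaCl, 5 uM MgCl2, 0.05% BSA, 1 mM DTT. Fluorescence read at Ex 485/Em 525 nm.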
# B2AR arrestin = agonists driving beta-arrestin recruitment to human beta2-adrenergic receptor; AID 492947; actives 0.02% (n = 330,000); P07550; Potency, µM (titrated, usually from 46.1 µM), for inactives: at the highest dose activation, actives largely listed as activators; beta-arrestin recruitment to beta2AR, cell-based reporter;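 also: potency is read from the fitted curve at half-maximal effect; 0% = DMSO controls and full agonism = EC100 isoproterenol or metaproterenol; nearly all actives have a fitted effect of over 65% in size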
# KCNH2 3.1 inh = blocks the human KCNH2 3.1 channel isoform; actives 0.95% (n = 340,000); AID 720553; activity change, % (tested at about 1.8 µM); U2OS KCNH2 3.1, thallium flux FluxOr; stronger effect = lower value;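 active = maximum activity change below -70%; inconclusive = maximum activity change from -70% to -50%; inactive = maximum activity change above -50%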;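 also: thallium influx rate constant from kinetic fluorescence after stimulation buffer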
#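 Virally transduced U2OS (3.1 isoform, 4 h infection in dark at RT) → overnight 37 C → FluxOr + Red40 in HBSS/HEPES, 45 min → stimulation buffer, 2 min kinetic read → rate constant vs DMSO controls.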
# uPA generation = inhibitors of cell surface uPA generation; cell surface uPA generation assay, qHTS; Potency, µM (highest dose often 38.3 µM), inactives show at the highest dose activity change, negative = inhibition, usual class: inhibitors; actives 0.31% (n = 330,000); active = well fitted inhibition curve with a large enough effect; inconclusive = small, poorly fitted or top-dose-only effect; inactive = no such curve, though single readings can be large or run the other way; tested in mouse RAW 264.7 cells; also: potency is read from the fitted curve at half-maximal effect; nearly all actives have a fitted effect of over 55% in size
# USP2a block = blocks human ubiquitin-specific protease USP2a | O75604 | USP2 core, Ub-CHOP2 coupled fluorogenic reporter, 485/531 | Potency, µM (top dose mostly 38.3 µM), inactives show at the highest dose activity change, negative = inhibition, hits mostly inhibitors | actives 0.01% (n = 330,000) | AID 463254;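 also: potency is read from the fitted curve at half-maximal effect; plate controls were DMSO wells for no effect and full inhibition by NEM control for full effect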
#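 USP2 core (10nM final) preincubated 30min RT with compound in 20mM Tris-HCl pH 8.0, 2mM CaCl2, 2mM beta-mercaptoethanol, 0.05% CHAPS; 25nM Ub-CHOP2 plus 25nM reporter substrate added, fluorescence (Ex485/Em531) read after 60min.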
# KCNH2 WT inh = inhibitors of human wildtype KCNH2 potassium channel. Q12809. U2OS, BacMam KCNH2, thallium flux FluxOr; stronger effect = lower value. activity change, % at 1.84 µM. actives 0.37% (n = 340,000). AID 720551;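 active = maximum activity change below -70%; inconclusive = maximum activity change between -70% and -50%; inactive = maximum activity change above -50%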
#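 U2OS cells were transduced with wild-type KCNH2 virus (2.03 x 10^8 / mL) for 4 h at room temperature, then cultured overnight at 37 C. Thallium flux was read with FluxOr dye. Rate constants were normalized to DMSO controls.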
# Giardia kill = Giardia lamblia killing; Giardia lamblia trophozoite viability; activity change, % at 7.66 µM, hits read low; actives 0.15% (n = 340,000); in the data active = activity change below about -80%; inconclusive = between about -30% and that limit;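 also: parasites exposed to compound for two days anaerobically before the ATP read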
#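 Giardia trophozoites, 100 cells per well, were exposed to compounds for 48 hrs at 37 deg C under anaerobic conditions; viability was then read as ATP content by bioluminescence after 15-30 min at room temperature.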
# * hit, by the source's call; ? = inconclusive; / = not tested or not shown; [ ] = dose if it differs, or a comment. Unless noted, calls follow the shape of the dose curve; as a rule, active = well fitted curve in the direction sought with a large enough effect; inconclusive = small, poorly fitted or top-dose-only effect, or another doubt; inactive = no such curve, though single readings can be large; an effect the other way counts as inactive or inconclusive. Unless noted, % is scaled to controls: 0 for no effect and ±100 for the full control effect.
nr	molecule	GALK inh	Coupling enz	PKM2 activator	Chronic BCR inh	Eya2 phos inh	B2AR arrestin	KCNH2 3.1 inh	uPA generation	USP2a block	KCNH2 WT inh	Giardia kill
1	O=C(N/N=C/c1cc([N+](=O)[O-])cc(Br)c1O)C12CC3CCC(CC(C3)C1)C2	-1%	11	-1%	?	?	3.8%	-5	-4%	2%	-2	16
2	Cc1cc(NC(=O)CSc2cn(CCNC(=O)c3ccccc3)c3ccccc23)no1	3%	2	5%	?	3%	-0.1%	22	8%	3%	-4	2
3	CN(C)C(=O)CSc1nnc(C23CC4CC(CC(C4)C2)C3)o1	0%	4	6%	2%	-21%	0.0%	2	3%	3%	-4	0
4	CCN1C(=O)c2ccccc2S(=O)(=O)c2ccc(C(=O)NCCCN(CC(C)C)CC(C)C)cc21	-8%	0	/	9%	-1%	0.4%	20	-9%	8%	4	3
5	COc1ccc(C(C)=O)cc1CSCc1cc(C(C)=O)ccc1OC	-1%	-2	/	-7%	-8%	0.2%	21	3%	0%	15	8
6	Cc1nn(-c2ccccc2)c(Cl)c1/C=N/NC(=O)C1COc2ccccc2O1 (configuration not stated)	-1%	5	-6%	-2%	11%	-3.8%	/	/	-1%	/	/
7	CN(Cc1ccc2c(c1)OCCO2)C(=O)CN1C(=O)NC2(CCCCC2)C1=O	2%	/	-4%	-1%	6%	0.6%	3	4%	-9%	?	4
8	CCN(C[C@H]1N[C@@](Cc2ccccc2)(C(=O)OC)[C@H]2C(=O)N(Cc3ccccc3)C(=O)[C@@H]12)C(=O)c1ccc(C)cc1	/	/	/	1%	6%	-0.7%	-9	6%	4%	-4	7
9	Cc1cccc(-n2c3nc(=O)[nH]c(=O)c-3cc3cc([N+](=O)[O-])ccc32)c1	-9%	-8	-2%	12µM*	-1%	0.3%	-2	-13%	1%	5	-7
10	CC1(C)CC(=O)c2cc(OCC(=O)N3CCOCC3)ccc2O1	1%	2	1%	-19%	-18%	-0.1%	7	0%	-1%	-13	10
11	Cc1ccc(S(=O)(=O)N2CCN(C(=O)COc3ccc(C)nc3[N+](=O)[O-])CC2)c(C)c1	1%	0	0%	0%	-17%	-0.2%	-14	-2%	8%	-1	?
12	O=C(COC(=O)CCN1C(=O)/C(=C\C=C\c2ccccc2)SC1=S)Nc1cc(F)ccc1F	-1%	-3	1%	/	-12%	0.1%	-2	-10%	-1%	2	-5
13	COc1ccccc1C(=O)COC(=O)c1cc(=O)[nH]c2ccccc12	/	/	/	-1%	-3%	0.0%	-23	2%	0%	-14	7
14	COc1ccc(Nc2nc(-c3cccnc3)cs2)c(OC)c1	-1%	-2	0%	?	-14%	0.3%	25	1%	-3%	-9	-18
15	COc1ccc(C(=O)Nc2nnc(S(=O)(=O)N(C)Cc3ccc(F)cc3)s2)cc1OC	7%	6	/	19%	-4%	-0.2%	1	-1%	-2%	9	?
16	COc1ccc(-n2c(SCC(N)=O)nc3nc4c(cc3c2=O)COC(C)(C)C4)cc1	-1%	0	-8%	0%	3%	-0.9%	/	-2%	0%	31	-3
17	COc1ccc(NC(=O)CN2CCN(C3c4ccccc4-c4ccccc43)CC2)c(OC)c1	-1%	-2	-1%	-12%	1%	0.9%	1	12%	2%	-3	0
18	Cc1ccc(-c2nc(NCc3ccc(F)cc3)n(S(C)(=O)=O)n2)cc1	1%	0	3%	9%	?	-0.4%	-3	0%	0%	-2	-19
19	CN(C)S(=O)(=O)c1ccc(S(=O)(=O)NCc2ccc3c(c2)OCO3)cc1	-2%	-2	-2%	0%	7%	-0.2%	-15	2%	1%	-15	14
20	O=C1CCC(C(=O)OCC(=O)c2c[nH]c3ccccc23)=NN1	-1%	1	5%	?	-1%	-0.7%	2	0%	0%	-1	-19
21	Cc1cc(C(=O)Nc2ccc(N3CCOCC3)c(Cl)c2)c(C)o1	/	-12	-7%	-19%	?	-0.5%	-27	?	3%	-2	-15
22	CC(NC(=O)CN(C)S(=O)(=O)c1ccc2c(c1)c(=O)n(C)c(=O)n2C)c1ccccc1 (configuration not stated)	-1%	/	/	-2%	3%	0.3%	-7	9%	2%	-1	3
23	CCN(C(=O)COC(=O)c1nn(-c2ccccc2)c(=O)c2ccccc12)C1CCS(=O)(=O)C1 (configuration not stated)	6%	-1	-4%	-1%	3%	-0.2%	-3	-7%	-16%	8	-11
24	CC1(C)CC2CC(C)(CN2C(=O)c2ccc([N+](=O)[O-])cc2)C1 (configuration not stated)	-1%	-1	1%	18%	3%	-0.6%	-30	-2%	1%	/	-2
25	COc1ccc(OC)c(NC(=O)COC(=O)CCC2CCCC2)c1	/	/	/	0%	-6%	-0.2%	-15	5%	-6%	6	-23
26	Cn1cc([N+](=O)[O-])c(C(=O)Nc2ccc(-c3nc4ccccc4[nH]3)cc2)n1	1%	3	16%	?	4%	1.3%	9	-6%	3%	-1	1
27	CCCCNC(=O)CCn1ccc2cc(S(=O)(=O)N3CCCC3)ccc21	-1%	/	/	0%	0%	-0.2%	1	2%	1%	-7	2
28	Cc1ccc(Cl)cc1N1CCN(C(CC(C)C)c2nnnn2CC2CCCO2)CC1 (configuration not stated)	-2%	0	-3%	-3%	8%	0.3%	-10	6%	-1%	3	-16
29	Cc1ccc(S(=O)(=O)Cn2nnnc2CN(Cc2ccco2)Cc2cccs2)cc1	-1%	-2	7%	6%	1%	0.2%	2	-1%	1%	8	5
30	CSc1nsc(SCC(=O)Nc2ccccc2)n1	13%	-3	4%	-22%	-3%	0.3%	-3	-1%	-1%	-7	-6

# A portion of the results above, as a working copy:
nr	molecule	GALK inh	Coupling enz	PKM2 activator	Chronic BCR inh	Eya2 phos inh	B2AR arrestin	KCNH2 3.1 inh	uPA generation	USP2a block	KCNH2 WT inh	Giardia kill
3	CN(C)C(=O)CSc1nnc(C23CC4CC(CC(C4)C2)C3)o1	0%	4	6%	2%	-21%	0.0%	2	3%	3%	-4	0
4	CCN1C(=O)c2ccccc2S(=O)(=O)c2ccc(C(=O)NCCCN(CC(C)C)CC(C)C)cc21	-8%	0	/	9%	-1%	0.4%	20	-9%	8%	4	3

# Other compounds follow.
nr	molecule	GALK inh	Coupling enz	PKM2 activator	Chronic BCR inh	Eya2 phos inh	B2AR arrestin	KCNH2 3.1 inh	uPA generation	USP2a block	KCNH2 WT inh	Giardia kill
31	CNC(=O)CS(=O)CC(=O)Nc1cc(OC(C)C)c(Cl)cc1Cl (configuration not stated)	-2%	-1	1%	2%	0%	-0.8%	11	0%	4%	2	0
32	Cc1cccc(C)c1OCC(=O)Nc1cccc(NC(=O)c2ccco2)c1	-3%	1	10%	?	4%	0.1%	6	0%	0%	1	11
33	Cc1cc(NC(=O)C(C)C)ncc1NC(=O)c1ccco1	2%	0	-23%	12%	-4%	0.5%	/	/	1%	/	/
34	O=C(CCc1nc2cccnc2n1Cc1ccccc1)N1CCOCC1	1%	-1	-2%	-8%	-14%	0.2%	-12	-4%	-2%	-2	5
35	O=C(COc1ccccc1Cl)Nc1ccc2c(c1)OCO2	-2%	-1	/	0%	-8%	-0.1%	18	1%	0%	-3	-4
36	COc1ccc2c(c1)C(=O)N(c1ccccc1OC)C(=O)C2(C)C	2%	-2	0%	?	-13%[15.4 µM]	-0.5%	28	10%	0%	10	3
37	O=C(CNC(=O)c1ccc(Cl)cc1)OC1CCOC1=O (configuration not stated)	4%	1	-20%	1%	8%	0.1%	-11	2%	2%	6	-8
38	O=C(O)c1ccc(NC(=S)NC(=O)c2cncc(Br)c2)cc1	0%	-1	5%	?	-2%	-0.6%	?	4%	-5%	3	9
39	Oc1ccccc1/C=N/Nc1nc2ccccc2o1	4%	-2	-4%	?	4%	14µM*	2	1%	-1%	-9	-1
40	CCCN(CCC)c1nc2ccccc2nc1C(C#N)C(=O)OC(C)COC (configuration not stated)	-1%	-1	-11%	-2%	6%	0.4%	4	15%	-1%	-3	8
41	Cc1ccc(CNC(=O)CCc2c(C)nc3c(c(C)nn3-c3ccc(C)cc3)c2C)cc1	10%	1	20%	-13%	-7%	-0.1%	-11	?	-2%	-13	5

# An excerpt from above in order of their number in Chronic BCR inh, rising:
no.	canonical_smiles	Chronic BCR inh
30	CSc1nsc(SCC(=O)Nc2ccccc2)n1	-22%
21	Cc1cc(C(=O)Nc2ccc(N3CCOCC3)c(Cl)c2)c(C)o1	-19%
28	Cc1ccc(Cl)cc1N1CCN(C(CC(C)C)c2nnnn2CC2CCCO2)CC1 (configuration not stated)	-3%
31	CNC(=O)CS(=O)CC(=O)Nc1cc(OC(C)C)c(Cl)cc1Cl (configuration not stated)	2%
15	COc1ccc(C(=O)Nc2nnc(S(=O)(=O)N(C)Cc3ccc(F)cc3)s2)cc1OC	19%

# No enrichment for hits. Share with any hit: about 2.4%.
